Assay outcomes as filed in PubChem.
SW480 rereplic = DNA re-replication induction in SW480 cells; SW480 DNA re-replication, Hoechst DNA content imaging, 48 h; Potency, µM (titrated, usually from 46.1 µM), for the others: at the top dose re-replication activation, usual class: activators; actives 1.8% (n = 340,000); further: potency means the concentration at half of the fitted maximal effect; % of control where 0% means no effect; nearly all actives have a fitted effect of over 55% in size
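DNA re-replication was detected as more nuclei of elevated Hoechst intensity after 48 hr exposure to compound (23 nL pinned per well of 250 cells).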
ATXN2 expr inh = inhibitors of ATXN2 expression; HEK-293 ATXN2-luciferase reporter, luminescence, 24 h; Potency, µM (series often up to 57 µM), inactives show at the top dose activity change, negative = inhibition, most hits filed as inhibitors; actives 0.72% (n = 360,000); AID 1745845; further: potency means the concentration at half of the fitted maximal effect; on the % scale 0 is the no-effect control and ±100 the full control effect; nearly all actives have a fitted effect of over 55% in size
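qHTS (up to 57 uM final) was run with 24 h compound exposure of reporter cells at 37 °C. Each well was multiplexed: SteadyGlo luminescence measured ATXN2-luciferase expression after a fluorogenic Gly-Phe-AFC viability readout (25 uM final).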
MCF10A rereplic = induces DNA re-replication in MCF 10a normal breast cells; Potency, µM (doses to about 46.1 µM), for inactives: top-dose activity, positive = re-replication, actives largely listed as activators; MCF 10A DNA re-replication, Hoechst nuclear intensity, 48 h; actives 2.9% (n = 350,000); further: potency means the concentration at half of the fitted maximal effect; % of control where 0% means no effect; nearly all actives have a fitted effect of over 50% in size
HT1080 IDH1KD tx = HT-1080 IDH1 knockdown cell toxicity (counter line). AID 686971. actives 2% (n = 360,000). HT-1080 IDH1 knockdown viability, ATP luminescence, 48 h. Potency, µM (titrated, usually from 46.1 µM), without a hit: at the highest dose activity, negative = toxicity, actives largely listed as cytotoxic;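 further: potency means the concentration at half of the fitted maximal effect; 0% = DMSO wells and -100% = cell-free medium wells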
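Viability of IDH1-knockdown HT-1080 fibrosarcoma cells was assessed by CellTiter-Glo after 48 h at 37 °C with titrated compound; concentration-effect curves were classified by fit quality and response size.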
S2 tox = reduces viability in counter-screen for ATXN expression inhibitors | S2 cells (HEK-293 line with an ATXN2-luciferase reporter) viability, CellTiter-Fluor protease fluorescence, 24 h | Potency, µM (series often up to 56.7 µM), usual class: cytotoxic | actives 0.49% (n = 400,000) | AID 651635; further: potency means the concentration at half of the fitted maximal effect; nearly all actives have a fitted effect of over 40% in size
KB-3-1 cytotox = KB-3-1 parental cell cytotoxicity; KB-3-1 viability, CellTiter-Glo ATP luminescence, 72 h; Potency, µM (highest dose often 46.1 µM), for the others: at the top dose activity change, negative = cytotoxic, hits mostly cytotoxic; actives 1.4% (n = 400,000); further: potency means the concentration at half of the fitted maximal effect; on the % scale 0 is the no-effect control and ±100 the full control effect; nearly all actives have a fitted effect of over 60% in size
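Multi-concentration cytotoxicity screen in KB-3-1 cells grown in DMEM lacking phenol red with 10% FBS. After 72 h at 37 °C with compound, ATP-dependent luminescence was recorded.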
HT1080NT lethal = kills 2HG-producing HT-1080-NT fibrosarcoma cells; HT-1080-NT fibrosarcoma viability, CellTiter-Glo ATP luminescence, 48 h; Potency, µM (highest dose often 46.1 µM), for inactives: at the top dose activity, negative = less viability, hits mostly cytotoxic; actives 1.6% (n = 360,000); AID 686970;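 further: NT is the 2HG producing partner of a matched IDH1 knockdown line; potency means the concentration at half of the fitted maximal effect; 0% = DMSO-treated cells and -100% = media-only wells without cells; nearly all actives have a fitted effect of over 55% in size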
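Compounds were tested in concentration-response format on HT-1080-NT cells for 48 hours at 37 degrees C. Cell viability came from CellTiter-Glo luminescence; curves were classified by r2, response magnitude and activity.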
IL1B secr inh = inhibitors of inflammasome signaling (IL-1 beta secretion). THP-1 LPS/ATP IL-1B secretion, AlphaLISA, 16 h; stronger effect = lower value. activity change, % at 57.5 µM. actives 4.7% (n = 360,000); in the data active means activity change below about -50%; inconclusive means mostly about -30% to -49%; further: on the % scale 0 is the no-effect control and ±100 the full control effect
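Secreted IL-1B measured by AlphaLISA bead assay after 16 h compound exposure of THP-1 cells; compounds (final up to 57.5 uM) added 1 h before LPS (250 ng/mL) and ATP (1.25 mM) stimulation; lower signal means less secretion.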
HepG2 viability = HepG2 cytotoxicity, counter-screen for TGF-b inhibitors. HepG2 CAGA-GFP viability, ATP luminescence, 18 h. Potency, µM (series often up to 46.1 µM), inactives show top-dose activity change, negative = cytotoxicity, usual class: cytotoxic. actives 0.76% (n = 410,000); further: potency means the concentration at half of the fitted maximal effect; some results filed as inactive show a strong effect at the top dose
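HepG2 CAGA-GFP cells (1000/well, DMEM with 1% FBS) received compound, then TGF-beta at 500 pg/mL final, and were incubated 18 hours at 37 degrees C. Viability was read by CellTiter-Glo luminescence. Media-only wells were set as complete cell-killing and DMSO as no toxicity.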
The depositor's hits bear a star; i = inactive; ? = inconclusive; nt = no result given; & = joins results of further samples; ! = not active in a repeat; [ ] = dose if it differs, or a comment. Unless noted, the call rests on the fitted dose curve; in most records, active means well fitted curve in the direction sought with a large enough effect; inconclusive means small, poorly fitted or top-dose-only effect, or another doubt; inactive means no such curve, though single readings can be large; an effect the other way counts as inactive or inconclusive. Compounds as they come. About 8.9% of those tested had a hit in this group.

Molecule	HT1080NT lethal	KB-3-1 cytotox	MCF10A rereplic	S2 tox	HepG2 viability	IL1B secr inh	SW480 rereplic	ATXN2 expr inh	HT1080 IDH1KD tx
CN(CC(=O)NNC(=O)CNC(=O)c1ccccc1Cl)S(=O)(=O)c1ccc(Cl)cc1	-1%	-3%	-2%	i	1%	11	-1%	-1%	-6%
CC1CCN(S(=O)(=O)c2ccc(NC(=O)C3CC(=O)N(c4ccccc4)C3)cc2)CC1 (stereo not given)	-18%	-15%	?	i	-5%	-13	10%	-21%	?
CCn1cc(C(=O)NCc2cccc(C(F)(F)F)c2)c(=O)c2ccc(C)nc21	0%	10%	1%	i	1%	12	-7%	-7%	3%
CCN(CC)c1ccc(/C=C2\CCC(/C=C(/C#N)C(=O)Nc3ccccc3F)=C2N2CCOCC2)cc1	13%	3%	2%	i	0%	-14	-20%	-6%	15%
Cc1ccc(NC(=O)COC(=O)c2ccc(Br)o2)cc1S(=O)(=O)N1CCCCC1	3%	-8%	3%	i	2%	0	?	-8%	4%
O=C(CNC(=O)c1ccccc1Br)N/N=C\c1cc([N+](=O)[O-])cc(Br)c1O	-17%	27%	?	i	1%	-5	?	0%	-8%
CN(C)c1ccc(CC(=O)N2CCCC(c3cc(C(=O)Nc4ccccc4)no3)C2)cc1 (stereo not given)	-13%	-9%	nt	i	-15%	0	nt	1%	-1%
O=C(NCc1ccc2c(c1)OCO2)c1cc2c(s1)CS(=O)(=O)C2	0%	-11%	-12%	i	-10%	-2	-1%	0%	14%
OC12CCCCC1C(c1ccc3c(c1)OCO3)N(Cc1ccccc1F)CC2 (stereo not given)	1%	0%	-5%	i	-27%	-3	-3%	-2%	10%
Cc1ccc(C(=O)N/C(=C\c2cccs2)c2nc3ccccc3[nH]2)cc1	-9%	0%	14%	i	-12%	24	15%	14%	-8%
COc1ccc(/C=C/C(=O)OC2CCCCC2CN(C)C)cc1 (stereo not given)	-18%	3%	7%	i	-11%	?	-2%	2%	2%
CC(C)C(NC(=O)c1ccc(C(C)(C)C)cc1)C(=O)Nc1cccc(S(N)(=O)=O)c1 (stereo not given)	?	5%	8%	i	4%	-52*	-2%	3%	-3%
Cc1ccc(C)c(NC2=C(c3ccc(C(F)(F)F)cc3)C(=O)c3ccccc32)c1	nt	-4%	nt	i	-31%	nt	nt	3%	nt
O=C(CCCn1cnc([N+](=O)[O-])n1)Nc1ccc(Cl)c(Cl)c1	-25%	9%	-3%	i	-30%	21	-5%	?	-16%
Cc1ccc(C(C(=O)NCCc2ccccc2)N(C(=O)c2csnn2)C2CC2)cc1 (stereo not given)	14%	-7%	-4%	?	-1%	-6	0%	-18%	12%
CC1CCCC(NC(=O)c2nn(C)c3c2CS(=O)(=O)c2ccccc2-3)C1C (stereo not given)	9%	4%	18%	i	-4%	6	-4%	nt	-1%
CCCCC(=O)N(C)c1c(C)nc2ccc(C(=O)NCCN(C)C)cn12	-4%	0%	nt	i	2%	-20	nt	-14%	19%
C/C=C/C(=O)N1CC2(CC(c3cccc(NC(=O)CC)c3)=NO2)C[C@H]1C(N)=O (stereo not given in full)	0%	7%	-4%	i	-3%	28	0%	-6%	-4%
Cc1cc2cc3c(cc2nc1SCC(=O)O)CCC3	-1%	2%	3%	i	10%	14	0%	-23%	1%
O=C(NNc1c2ccccc2nc2ccccc12)c1ccc(O)cc1	-7%	0%	-4%	?	-2%	-22	6%	-19%	-20%
CNC(=O)c1cc(Oc2ccc(NC(=O)Nc3ccc(Cl)c(C(F)(F)F)c3)cc2)ccn1	?	?	16µM*	16µM*	16µM*!	-102*	?	18µM*!	?
CC(=O)NC1CC2CCCC(C1)N2C(=O)Nc1cccc(C(C)=O)c1 (stereo not given)	5%	0%	-2%	i	24%	1	-10%	nt	-2%
Cn1nc(C(C)(C)C)cc1N1C(=O)CCC1(C)C(=O)NCc1ccccc1 (stereo not given)	?	0%	nt	i	-3%	7	nt	4%	21%
CC1(C)CC=CC(COC(=O)c2ccccc2C(=O)O)C1 (stereo not given)	-3%	14%	2%	i	16%	14	-4%	38%[activator]	13%
C=CC(COCc1ccccc1)N(CC(=O)OC)S(=O)(=O)c1cc(Br)ccc1OC (stereo not given)	-21%	-5%	?	?	-21%	80	4%[9.22 µM]	-19%	-12%
Cc1cccc(N2CCN(C(=O)CCS(=O)(=O)c3ccc4c(c3)oc(=O)n4C)CC2)c1C	1%	-3%&0%	0%	i	-28%&-2%	-15	8%	-25%&-23%	-1%
Cc1cc(=O)oc2c3c(cc(OCC(=O)NCCC(=O)O)c12)OC(C)(C)CC3	7%	21%	-1%	i	20%	-14	-39%[inhibitor]	-9%	9%
CCOC(=O)N1CCC(N2CCN(c3ccccc3)CC2)CC1	3%	-2%	?	i	0%	7	-7%	6%	2%
CC1CCCC(C)N1C(=O)c1ccccc1Nc1ccc(SC(F)F)cc1 (stereo not given)	23µM*	?	?	i	-48%	-23	?	-21%	?
CNCCOc1ccccc1-c1ccccc1	-1%	-4%	3%	i	-21%	-21	0%	-11%	0%

Printed as active in IL1B secr inh (from the list above):
compound	IL1B secr inh	SW480 rereplic
CC(C)C(NC(=O)c1ccc(C(C)(C)C)cc1)C(=O)Nc1cccc(S(N)(=O)=O)c1 (stereo not given)	-52*	-2%
CNC(=O)c1cc(Oc2ccc(NC(=O)Nc3ccc(Cl)c(C(F)(F)F)c3)cc2)ccn1	-102*	?

(listing goes on)
Molecule	HT1080NT lethal	KB-3-1 cytotox	MCF10A rereplic	S2 tox	HepG2 viability	IL1B secr inh	SW480 rereplic	ATXN2 expr inh	HT1080 IDH1KD tx
CCOC(=O)N1CCC(N2C(=O)c3ccccc3C2Nc2cc(C)cc(C)c2)CC1 (stereo not given)	-8%	1%	-3%	i	-10%	-3	-5%	-7%	-17%
Cc1ccc(NC(=S)N/C(=N/S(=O)(=O)c2ccccc2)c2ccccc2)cc1	8%&-3%	7%&-1%	0%&-17%	i	0%&-46%	-1&-20	?	59%&77%[activator]	?
COc1cccc(C(=O)Nc2cccc(-c3ccccc3)c2)c1	1%	4%	2%	i	-21%	6	12%	nt	-4%
CC(C)(C)NC(=O)C(c1ccc(-c2ccccc2)cc1)N(C[C@H]1CC[C@@H]([C@@H]2CC[C@H](CO)O2)O1)C(=O)c1ccccc1F (stereo not given in full)	1%	0%	29%	?	-3%	-63*	?	?	-10%
N#CCSc1nc2c(cc1C#N)CCCCCC2	-14%	-10%	?	i	-39%	51	-5%	1%	-19%
COCOCCn1cc(CN2CCS(=O)(=O)N(Cc3ccc(-c4ccncc4)cc3)C(CC(C)C)C2=O)nn1 (stereo not given)	1%	5%	nt	i	-19%	-30	nt	-9%	0%
Cc1ccc(C)c(NC2=NCC(=O)N2c2ccc3c(c2)OCCO3)c1	-2%	6%	1%	i	-12%	2	-6%	12%	0%
N#C/C(=C/c1ccc(Sc2nc3ccccc3[nH]2)o1)c1cccc(F)c1	?	-7%	28%	i	-19%	-94*	?	?	?
Cc1ccc(CCN2CCN=C2N(C)C)cc1	13%	29%	10%	?	0%	21	-14%	4%	7%
Oc1ccccc1-c1nc2c3ccccc3c3ccccc3c2[nH]1	?	-13%	18µM*	i	-38%	29	?	?	?
CC1=NN(C(=S)Nc2ccccc2)C(c2ccccc2)C1 (stereo not given)	-7%	18%	-4%	i	3%	-6	-1%	1%	-8%
C=CCc1c(Cl)nc(C)nc1NCc1ccccc1	-29%	-14%	?	i	-20%	-10	0%	-3%	?
COc1ccc(Cl)cc1-n1cc(-c2ccccc2)nc1SCC(=O)Nc1ccc(C)cc1	nt	-3%	nt	i	-18%	nt	nt	-6%	nt
CC#CCOCC1CNC(=O)O1 (stereo not given)	4%	-3%	nt	i	-4%	4	nt	nt	1%
Cc1ccc(CCNC(=O)c2oc(=O)c3ccccc3c2-c2ccc(C)cc2)cc1	nt	5%	nt	i	-35%	nt	nt	-17%	nt
O=C(N/N=C/C(Cl)=C\c1ccccc1)c1cnccn1	-3%	-22%	3%	i	-5%	-82*	14%	6%	15%
CC1(C)C[C@@H](O)CC2(C1)C[C@]1(C)CC(O)[C@H]2C(C)(C)C1 (stereo not given in full)	5%	-2%	20%	?	-20%	-20	?	?	6%
CN(C)c1nnnn1-c1ccc(Cl)cc1	8%	26%	-7%	i	7%	13	-5%	18%[11.3 µM]	8%
Cc1ccc(C2=NN(S(=O)(=O)c3ccccc3)C(c3ccccc3O)C2)cc1 (stereo not given)	18µM*	-16%	152%	i	-113%	0	6%	nt	?
CC(OC(=O)CCN=C1NS(=O)(=O)c2ccccc21)C(=O)Nc1ccc(F)cc1 (stereo not given)	-2%	-19%	?	i	-16%	-10	9%	5%	1%
CC(=O)Oc1cccc(NC(=O)c2cccc(C(=O)Nc3cccc(OC(C)=O)c3)c2)c1	-17%	-5%	-5%	?	-19%	79	3%	-21%	-7%
